TDP2 inh = human TDP2 enzyme inhibitors, primary screen, biochemical, epi absorbance, recombinant enzyme. inhibition, % at 12.8 µM. 0.34% of 370,000 active. Tyrosyl-DNA phosphodiesterase 2 (Homo sapiens), O95551. T5PNP hydrolysis, p-nitrophenol absorbance 415 nm;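 active means inhibition above the mean of all tested compounds plus 3 SD, set per campaign, cut at about 25% in these data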;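 further: 0% = DMSO with enzyme and 100% = buffer with substrate but no TDP2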
Target sequence (O95551 whole entry, looked up): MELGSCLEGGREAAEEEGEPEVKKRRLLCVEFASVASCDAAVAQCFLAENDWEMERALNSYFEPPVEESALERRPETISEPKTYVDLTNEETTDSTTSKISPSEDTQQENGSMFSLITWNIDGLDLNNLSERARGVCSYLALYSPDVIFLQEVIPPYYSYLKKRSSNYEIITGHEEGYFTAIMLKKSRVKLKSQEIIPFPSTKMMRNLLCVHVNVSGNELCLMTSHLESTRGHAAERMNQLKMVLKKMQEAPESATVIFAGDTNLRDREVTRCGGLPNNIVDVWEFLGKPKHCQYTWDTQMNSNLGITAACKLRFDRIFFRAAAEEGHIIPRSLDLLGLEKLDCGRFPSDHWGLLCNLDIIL
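System: recombinant human TDP2 / Amount: 120 nM TDP2 per well / Also added: 5 mM T5PNP chromogenic substrate / Doses: 12.8 µM single point, 1% DMSO / Incubation: 2 h at 37 °C / Detection: p-Nitrophenol epi absorbance / Evaluation: % inhibition relative to enzyme-containing and enzyme-free wells / Repeats: singlicate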
MBD2 inh = inhibitors of MBD2 binding to methylated DNA, primary screen, biochemical, TR-FRET, DNA-binding domain, human; AID 686964, 2013; inhibition, % at 4.4 µM; MBD2 binding to methylated oligonucleotide; 0.31% of 370,000 active; in the data active means inhibition above about 13%
TCR CD3 inh = inhibitors of human TCR-CD3 interaction, primary screen, biochemical, fluorescence, TAMRA-labeled TCR probe. 0.37% of 360,000 active. T-cell receptor (TCR). inhibition, % at 9.4 µM; in the data active means inhibition above about 19%;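 further: recombinant mutant TCR 2C K166C tagged with TAMRA read by polarization; 0% = receptor in buffer alone and 100% = receptor with positive control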
PRMT1 inh = PRMT1 methyltransferase inhibitors, primary screen, biochemical, fluorescence polarization; recombinant PRMT1, activity-based probe fluorescence polarization; AID 652257, 2013; 1.3% of 370,000 active; inhibition, % at 2.79 µM; Protein arginine N-methyltransferase 1 (Homo sapiens), Q99873;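 active means inhibition above about 21% made by adding two undisclosed values, limit read from the data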
GC-B act = human GC-B receptor activators, primary screen, HEK293 GC-B cells, cGMP TR-FRET, EC30 CNP; 0% at EC30 CNP, 100% saturating CNP; activation, % at 10 µM; 0.11% of 370,000 active;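 active means activation at 10 µM reaching about 35% in either raw or pattern-adjusted values, limit read from the data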
ABHD4 inh = ABHD4 inhibitors, primary screen, biochemical, fluorescence polarization, mouse | inhibition, % at 8.92 µM | purified mABHD4, FP-Rh probe fluorescence polarization | AID 720543, 2013 | (Lyso)-N-acylphosphatidylethanolamine lipase (Mus musculus), Q8VD66 | 0.54% of 370,000 active;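 active means inhibition exceeding the mean over every tested compound plus 3 SD, cut at about 30% in these data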;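 further: 0% = plate median of compound wells and 100% = S159A mutant with DMSO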
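Material: mouse ABHD4 enzyme, wild type; Benchmarks: S159A mutant high control, sample median low control; Buffer or medium: HEPES pH 7.0, NaCl, Pluronic buffer; Signal: fluorescence polarization; Read-out: percent inhibition of probe binding, normalized to plate controls; Timing: pre-incubation 45 min, probe exposure 60 min, at 25 °C; Dosing: 8.92 µM, single dose.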
SIAE primary = human SIAE inhibitors, primary screen, biochemical, fluorescence polarization, FP-Rh probe, 1536-well HTS. Sialate O-acetylesterase (Homo sapiens), Q9HAT2. SIAE FP-Rh probe binding. inhibition, % at 9.66 µM. 0.69% of 370,000 active. AID 1053197, 2014;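 active means inhibition above a cutoff: mean of compounds within the control limits plus 3 SD of those, cut at about 17% in these data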;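 further: 0% = plate median of compound wells and 100% = probe without SIAE protein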
Target sequence (Q9HAT2 whole entry, looked up): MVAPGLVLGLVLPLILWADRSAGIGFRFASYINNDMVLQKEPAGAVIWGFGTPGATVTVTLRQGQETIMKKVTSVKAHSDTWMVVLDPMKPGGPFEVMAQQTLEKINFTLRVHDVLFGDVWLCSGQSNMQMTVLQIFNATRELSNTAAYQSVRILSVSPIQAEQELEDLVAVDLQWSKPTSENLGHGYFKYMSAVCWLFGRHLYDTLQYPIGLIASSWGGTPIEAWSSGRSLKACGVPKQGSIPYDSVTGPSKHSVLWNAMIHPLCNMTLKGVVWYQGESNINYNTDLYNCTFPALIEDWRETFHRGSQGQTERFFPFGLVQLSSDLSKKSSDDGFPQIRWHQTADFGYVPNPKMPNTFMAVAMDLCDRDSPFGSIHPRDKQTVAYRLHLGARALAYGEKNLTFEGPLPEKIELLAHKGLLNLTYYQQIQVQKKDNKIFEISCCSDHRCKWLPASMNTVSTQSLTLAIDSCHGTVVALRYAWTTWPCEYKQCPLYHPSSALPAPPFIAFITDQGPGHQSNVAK
HTRA1 inhibitor = HTRA1 serine protease inhibitors, primary screen, biochemical, fluorescence polarization, HTS; 0.5% of 340,000 active; inhibition, % at 5.96 µM; recombinant HTRA1, FP-rhodamine activity-based probe; in the data active means inhibition above about 36%;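 further: 0% = enzyme with DMSO and 100% = wells lacking enzyme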
LEDGF integ inh = blockers of LEDGF/p75-dependent integrase strand transfer – biochemical, TR-FRET, high throughput, primary screen | HIV-1 integrase (with human LEDGF/p75) | TR-FRET IN-LEDGF/p75 DNA integration, Eu/Cy5 | inhibition, % at 3.7 µM | 0.64% of 370,000 active | AID 743269, 2014;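 active means inhibition above the screen-wide mean plus 3 SD, cut at about 13% in these data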;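 further: signal is the Cy5 over europium emission ratio at 671 and 618 nm; 0% = plate median of compound wells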
rCAG RNA binder = binders of r(CAG) RNA repeats, primary screen, biochemical, fluorescence. 1.3% of 370,000 active. r(CAG) RNA repeat, TO-PRO-1 dye displacement fluorescence. AID 651821, 2012. inhibition, % at 3 µM;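 active means inhibition above the plate cutoff, the mean of all test compounds on that plate plus 3 SD, cut at about 35% in these data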;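 further: 0% = DMSO alone and 100% = 100 µM mitoxantrone as full dye displacement; higher means more dye released from RNA so lower well fluorescence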
Numbers without * were called inactive; / = not tested or not shown.

SMILES	TDP2 inh	MBD2 inh	TCR CD3 inh	PRMT1 inh	GC-B act	ABHD4 inh	SIAE primary	HTRA1 inhibitor	LEDGF integ inh	rCAG RNA binder
CC(=O)c1cc2c(C)cc(=O)oc2cc1O	-4	3	2	-1	/	5	6	2	-2	1
CCN(CC)S(=O)(=O)c1ccc(C(=O)NCc2ccc3[nH]c4c(c3c2)CCCC4)cc1	-7	-5	-3	2	3	-11	2	-4	-2	19
COc1ccc2oc(=O)cc(-c3cc4cccc(OC)c4o3)c2c1	12	-1	4	-1	-2	4	2	-8	1	6
COc1ccccc1NS(=O)(=O)c1ccc(C(=O)N2CCN(c3ccccn3)CC2)cc1	11	0	7	0	-10	0	4	0	0	1
Cn1c(SCc2cc(=O)[nH]c(C(C)(C)C)n2)nnc1C(F)(F)F	6	-6	-3	2	3	1	5	-2	-2	-2
N#CC1=C(N)NC(SCC(=O)c2ccc(Br)cc2)=C(C#N)C12CCCCC2	-10	-4	4	-2	2	-8	7	-50	-1	10
CCOC(=O)C1CCCN(S(=O)(=O)c2ccc(OC)cc2)C1 (centres undefined)	4	4	0	-2	0	4	-4	0	-5	-1
CCc1c(C)nc2c(C#N)c[nH]n2c1=O	-18	-1	-1	-3	3	1	-6	6	2	2
Cc1ccc(NS(=O)(=O)c2cccc(C(=O)N3CCCC(C)C3)c2)cc1 (centres undefined)	24	2	5	1	-5	3	0	-9	-1	-1
CCOC(=O)/C=C/C(=O)Nc1ccccc1C(=O)NC1CCCCC1	8	1	12	-4	1	5	-1	1	-1	-6
Cc1ccc(S(=O)(=O)N2C[C@H]3n4c(=O)ccc(=O)n4C[C@H](OC(=O)NCC4CCCCC4)[C@@]3(O)C2)cc1	-4	-7	2	3	-10	1	1	-8	0	4
CCOC(=O)N1CCN(C(=O)C[C@@H]2C[C@@]3(C(=O)OCC)CCC=C3N(Cc3ccc4c(c3)OCO4)C2=O)CC1	-14	-3	0	-7	0	3	2	/	0	-1
CCN(CC)CCNC(=O)CCc1nnc2ccc(N3CCC(C)CC3)nn12	-5	0	5	-1	4	0	-5	8	2	-6
COc1ccc(/C=c2/sc3nc(-c4ccccc4)c(-c4ccccc4)n3c2=O)cc1	7	0	-2	0	4	4	-1	2	1	2
Cc1cc(Cn2nc(-c3ccccc3)cc2C(=O)NCC2CC2)on1	-10	2	0	0	-7	1	4	3	-1	-3
Cc1ccc(NC(=O)CSc2nnc(-c3cc(C)[nH]n3)n2N)cc1	12	1	6	-1	2	3	0	10	-1	1
COCCOC(=O)c1c(C)n(C)c2ccc(OC(=O)C3CC3)cc12	2	1	7	-1	6	-10	2	3	3	-5
Cc1cc(F)ccc1NC(=O)c1cc(S(=O)(=O)N2CCc3ccccc32)cn1C	-5	5	-2	5	-23	-5	0	-7	2	6
O=C(O/N=C(/c1ccccc1)c1ccncc1)c1ccc(F)cc1	8	6	5	-2	0	-2	9	/	-4	-5
CCOC(=O)C1=CCC(c2ccc(F)cc2)N(S(=O)(=O)c2ccc(C)cc2)C1 (centres undefined)	2	-2	2	-2	-8	-7	-5	/	-1	5
O=C(OCC(=O)N1CCCCC1)c1c[nH]c(=O)[nH]c1=O	2	1	-5	2	-4	3	-2	3	3	-1
CCC1CN2CCc3cc(OC)c(OC)cc3C2CC1CC1c2cc(OC)c(OC)cc2CCN1C(=O)C(Cc1c[nH]c2ccccc12)NC(=O)OC(C)(C)C (centres undefined)	3	-6	4	9	2	2	-1	-11	1	4
CCCn1c(C)cc(C(=O)CN2C(=O)c3ccccc3C2=O)c1C	-6	3	4	-1	2	3	-2	-2	-4	-6
COc1ccccc1CNC(=S)NCc1ccc(F)cc1	-8	-2	0	-1	-1	-5	-1	-8	-5	-3
C/C=C(/C)C(=O)O[C@@H]1[C@H](OC(C)=O)c2c(ccc3ccc(=O)oc23)OC1(C)C	-4	2	5	1	-9	3	-8	-34	0	-8
Cn1c(=O)c2c(nc(NC(Cc3ccccc3)C(=O)O)n2Cc2ccccc2)n(C)c1=O (centres undefined)	-12	2	-3	0	6	0	-1	-4	2	5
Cc1cccc(NC(=O)N2CCCC(CNC(=O)c3ccccc3Cl)C2)c1C (centres undefined)	-7	4	-7	1	3	2	1	-1	-8	-6
CCc1cccc(NC(=O)Cn2c(-c3ccccc3)cc(C(C)=O)c2C)c1	7	2	-5	1	0	5	3	-11	1	3
O=C(NCCOc1ccccc1Cl)C(=O)c1c[nH]c2ccccc12	5	1	6	-1	3	-28	-19	-35	1	12
Cc1ccc(C(=O)Nc2ncc(Cc3ccc(F)cc3)s2)o1	-2	0	5	-2	10	-3	7	-15	2	2
COc1ccc(CCNc2nnc(C)c(=O)[nH]2)cc1OC	-8	2	5	2	1	-5	5	2	3	3
C=CCn1c(C(O)c2ccccc2)nc2ccccc21 (centres undefined)	13	-3	-6	-6	-1	-1	6	-1	5	-2
Cc1nc(SCC(=O)Nc2ccc3c(c2)OCO3)c(C#N)c2c1CCCC2	2	0	5	1	2	-6	7	-5	-2	2
O=C(CC(c1ccccc1)c1ccccc1O)NCCN1CCOCC1 (centres undefined)	-10	3	3	0	-3	-6	-1	1	1	0
CC(NC(=O)C1CCN(S(=O)(=O)c2cccc3cccnc23)CC1)c1ccccc1 (centres undefined)	-1	-1	8	1	0	2	-11	-4	0	-4
CN1C2CCC1CC(NC(=O)c1ccc([N+](=O)[O-])cc1)C2 (centres undefined)	-7	1	-3	-5	2	1	0	1	4	1
Cc1ccc(-n2c(SCC(=O)OC(C)C)nnc2-c2ccco2)cc1	5	-3	9	-2	-8	-3	3	4	1	-1
O=S(=O)(Nc1cccc(-c2cn3c(n2)SCC3)c1)c1ccccc1	9	-3	5	7	2	-8	-5	-5	-2	13
CCOC(=O)C(/C(C)=N/NC(=O)c1ccccc1[N+](=O)[O-])C(C)C (centres undefined)	-6	-3	1	-2	6	6	3	-2	-1	-5
COC(=O)[C@]12C[C@H](CC(=O)NCCc3ccccc3OC)C(=O)N(Cc3ccc(Cl)cc3Cl)C1=C[C@H](C(C)(C)C)O[C@@H]2C	2	3	/	2	-3	-5	11	/	0	6
C[N+](=O)C1C(=O)Nc2ccccc21 (centres undefined)	7	101*	-9	-1	-9	-2	0	/	-1	1
COC(=O)/C(=C/c1ccccc1)NC(=O)c1ccco1	5	2	1	3	6	-2	7	-1	0	0
COc1ccc(OC)c(S(=O)(=O)Nc2ccc(C)c(C)c2)c1	-12	-3	6	-1	-9	-5	1	-4	-1	0
CCNc1c(NS(=O)(=O)c2ccc(F)c(Cl)c2)c(=O)oc2ccccc12	0	1	2	-7	-3	2	6	-2	6	-1
COc1cc(/C=C(/Sc2nnc(-c3ccc(F)cc3)o2)C(=O)O)ccc1OC(F)F	-2	-1	8	5	6	-8	-3	0	5	13
CCOC(=O)c1c(NC(=O)COc2ccccc2)sc2c1CC(C)(C)NC2(C)C	0	5	3	4	4	3	3	-8	-1	-7
Cc1cc(C(C)(C)C)cc(C)c1C[n+]1ccc2ccccc2c1	8	3	-4	6	1	6	3	-1	-6	5
O=C(C[n+]1cc(Br)cc(Br)c1)c1ccc(-c2ccccc2)cc1	1	2	6	1	-6	1	-2	-16	2	9

MBD2 inh: entries above that show a hit.
Structure	TDP2 inh	MBD2 inh	TCR CD3 inh	PRMT1 inh	GC-B act	SIAE primary	HTRA1 inhibitor	LEDGF integ inh
C[N+](=O)C1C(=O)Nc2ccccc21 (centres undefined)	7	101*	-9	-1	-9	0	/	-1

Back to the main list with the 2 entries that preceded the break.
SMILES	TDP2 inh	MBD2 inh	TCR CD3 inh	PRMT1 inh	GC-B act	ABHD4 inh	SIAE primary	HTRA1 inhibitor	LEDGF integ inh	rCAG RNA binder
Cc1cc(C(C)(C)C)cc(C)c1C[n+]1ccc2ccccc2c1	8	3	-4	6	1	6	3	-1	-6	5
O=C(C[n+]1cc(Br)cc(Br)c1)c1ccc(-c2ccccc2)cc1	1	2	6	1	-6	1	-2	-16	2	9
CC(=O)N1CCN(c2ccc(Oc3ncnc4sccc34)cc2)CC1	-8	-5	7	1	1	-1	-2	9	-4	-2
Cc1snc(SCc2ccc(Cl)cc2)c1C#N	-9	1	-4	9	-6	-9	1	-2	2	-5
CCCCn1c(SCc2ccccn2)nc2c1c(=O)n(C)c(=O)n2C	-11	-4	2	0	14	-4	4	3	0	-3
CC(C)Cc1nc2oc3c(=O)[nH]cnc3c2c2c1CCC2	-11	-1	1	2	-1	-2	-4	6	-4	5
O=C1NC2(CCCCC2)C(=O)N1Cc1cccc(C(F)(F)F)c1	-11	5	0	-4	2	-6	-4	-12	10	1
CCCc1cc(C(=O)Nc2sc(C(C)=O)c(C)c2C(=O)OCC)no1	-4	3	-7	5	-4	5	0	-3	0	1
CCCCOC(=O)NC1CCS(=O)(=O)C1 (centres undefined)	-6	-6	1	-2	1	3	4	-13	3	-1
CCC1CCCCN1CCCNC(=O)c1ccc(N2CCOCC2)c(NS(=O)(=O)c2ccc(OC)cc2)c1 (centres undefined)	1	0	0	-1	2	-1	1	-3	-1	-1
CC(=O)c1cc(C)ccc1OC(=O)c1ccco1	-1	0	-5	3	2	-2	5	6	-1	-4
COc1ccc(C(=O)COC(=O)CCS(=O)(=O)c2ccc(C)cc2)c(OC)c1	-8	-2	2	-1	-2	6	-4	-11	-3	-3
COC(=O)[C@]12C[C@H](CC(=O)N3CCC(c4ccccc4)CC3)C(=O)N(Cc3ccccc3)C1=C[C@H](C(C)C)O[C@@H]2C1CC1	-6	2	-10	-2	1	-7	-1	/	-3	9
CN1CCN(C(=O)C2=C[C@H](c3ccc(C(F)(F)F)cc3)C[C@H](OCc3ccc(CO)cc3)O2)CC1	0	-3	-1	2	1	1	-2	-3	0	-10
CCOC(=O)c1cc(S(=O)(=O)NCCc2ccccc2)cn1C	8	-4	2	0	0	0	7	-2	-1	-2
Cc1cc(C(=O)N/N=C/c2ccccc2)c(C)o1	3	-1	4	-3	2	-1	2	-3	7	2
COc1ccc(NS(=O)(=O)c2cccc3nonc23)c(OC)c1	1	4	0	-1	-3	-3	5	4	-1	2
Cn1c(=O)c2ccccc2n2c(=S)[nH]nc12	0	1	7	0	-1	-2	14	5	-3	2
O=[N+]([O-])c1ccc2nc(NS(=O)(=O)c3ccc(F)cc3)sc2c1	13	-7	-1	2	-6	0	10	-22	2	43*

An excerpt; the hit share may differ from the screen's.
